RGS4-Gao reg = modulators of RGS4 binding to Galphao, primary screen, biochemical, multiplexed bead flow cytometry | Guanine nucleotide-binding protein G(o) subunit alpha (Homo sapiens), P09471 | actives lie on both sides | binding response (% of control), % at 10 µM | 220,000 tested, 0.33% active | AID 1415, 2008; in the data active = binding response below about 49% or above about 150%; inactive = in between;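 also: fluorescent Galphao activated with aluminum fluoride binding bead-coupled RGS4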
ABCG2 inh = ABCG2 efflux pump inhibitors, primary screen, multiplex with ABCB1, IgMXP3 cells, flow cytometry | Broad substrate specificity ATP-binding cassette transporter ABCG2 (Homo sapiens), Q9UNQ0 | JC-1 efflux | inhibition, % at 6.6 µM | 190,000 tested, 0.1% active | AID 1325, 2008;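 active = inhibition above 80%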;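 also: 0% = DMSO and 100% = nicardipine control wells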
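Assay system – ABCG2 IgMXP3 and barcoded ABCB1 CCRF-Adr cell mix · Input – 3 million cells/mL in well · Reagent – JC-1 fluorescent substrate · Compound – single test compound dose, 6.6 µM final · Timing – 10 min exposure at 25 °C with rotation, no wash · Detection – flow cytometry of retained JC-1 fluorescence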
Bcl-XL Bim block = inhibitors of Bim-Bcl-XL binding, primary screen, biochemical, multiplexed, bead flow cytometry, human Bcl-XL; Bcl-2-like protein 1 (Homo sapiens), Q07817; Bim peptide-Bcl-XL binding, fluorescence; inhibition, % at 10 µM; 190,000 tested, 0.04% active
Bim-Bcl-B = inhibitors of Bim-Bcl-B binding, primary screen, biochemical, multiplexed, human Bcl-2 family | Bcl-2-like protein 10 (Homo sapiens), Q9HD36 | bead-based flow cytometry, Bim peptide-Bcl-B binding | inhibition, % at 10 µM | 190,000 tested, 0.073% active | AID 951, 2007;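 also: 0% = tracer peptide without compound and 100% = reference inhibitor peptide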
GSH bead fluor = compound fluorescence on glutathione beads, profiling panel, artefact control, biophysical, 488/530 nm, flow cytometry; 190,000 tested, 0.25% active; fluorescence (KMESF) at 10 µM; GSH beads flow cytometry, compound fluorescence 488/530 nm; hits give high values; in the data active = fluorescence above about 89;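 also: glutathione beads carrying GST-tagged Bcl family fusion proteins plus one bare bead set; values are compound well signal with DMSO vehicle wells as background; inactives centre near 16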
Bim-Bfl-1 = inhibitors of Bim binding to Bfl-1, primary screen, biochemical, multiplexed, bead-based flow cytometry. Bcl-2-related protein A1 (Homo sapiens), Q16548. Bim-Bfl-1 binding inhibition. inhibition, % at 10 µM. 190,000 tested, 0.12% active;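 also: 0% = wells without compound plus tracer and 100% = blocker peptide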
Bim-Bcl-W = inhibitors of Bim binding to Bcl-W, primary screen, biochemical, multiplexed, bead-based flow cytometry. Bcl-2-like protein 2 (Homo sapiens), Q92843. Bim peptide-Bcl-W binding. inhibition, % at 10 µM. 190,000 tested, 0.02% active;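 also: 0% = bound tracer without compound and 100% = peptide blocker; higher means less fluorescent Bim peptide bound to Bcl-W beads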
RGS8-Gao = RGS8-Galphao binding modulators, primary screen, biochemical, multiplexed bead flow cytometry | Guanine nucleotide-binding protein G(o) subunit alpha (Homo sapiens), P09471 | actives lie on both sides | response (percent of control binding), % at 10 µM | 220,000 tested, 0.34% active | AID 1423, 2008; in the data active = response below about 60% or above about 140%; inactive = in between;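 also: Galphao activated as the GDP aluminium fluoride complex binding bead-coupled RGS8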
RGS7-Gao = RGS7-Galphao binding modulators, primary screen, biochemical, multiplexed bead flow cytometry; 220,000 tested, 0.35% active; actives lie on both sides; AID 1439, 2008; binding response (% of control), % at 10 µM; in the data active = binding response below about 49% or above about 150%;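 also: fluorescent Galphao held in activated GDP-AlF4 state binding bead-coupled RGS7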
Bcl-2 Bim block = inhibitors of Bim-Bcl-2 binding, primary screen, biochemical, multiplexed, human Bcl-2 family. Apoptosis regulator Bcl-2 (Homo sapiens), P10415. 190,000 tested, 0.06% active. inhibition, % at 10 µM. Bead-based flow cytometry, Bim peptide-Bcl-2 binding; in the data active = inhibition above about 40%;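 also: 0% = no compound wells with probe peptide and 100% = reference peptide inhibitor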
ABCB1 block = ABCB1 efflux pump inhibitors, primary screen, cell-based, multiplex, flow cytometry, ABCG2 counter-screen | CCRF-Adr cells, JC-1 efflux | inhibition, % at 6.6 µM | 190,000 tested, 0.067% active; in the data active = inhibition above about 40%;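 also: 0% = vehicle and 100% = reference inhibitor; higher value means more JC-1 retained so stronger ABCB1 efflux block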
Target sequence (P08183 whole entry, looked up): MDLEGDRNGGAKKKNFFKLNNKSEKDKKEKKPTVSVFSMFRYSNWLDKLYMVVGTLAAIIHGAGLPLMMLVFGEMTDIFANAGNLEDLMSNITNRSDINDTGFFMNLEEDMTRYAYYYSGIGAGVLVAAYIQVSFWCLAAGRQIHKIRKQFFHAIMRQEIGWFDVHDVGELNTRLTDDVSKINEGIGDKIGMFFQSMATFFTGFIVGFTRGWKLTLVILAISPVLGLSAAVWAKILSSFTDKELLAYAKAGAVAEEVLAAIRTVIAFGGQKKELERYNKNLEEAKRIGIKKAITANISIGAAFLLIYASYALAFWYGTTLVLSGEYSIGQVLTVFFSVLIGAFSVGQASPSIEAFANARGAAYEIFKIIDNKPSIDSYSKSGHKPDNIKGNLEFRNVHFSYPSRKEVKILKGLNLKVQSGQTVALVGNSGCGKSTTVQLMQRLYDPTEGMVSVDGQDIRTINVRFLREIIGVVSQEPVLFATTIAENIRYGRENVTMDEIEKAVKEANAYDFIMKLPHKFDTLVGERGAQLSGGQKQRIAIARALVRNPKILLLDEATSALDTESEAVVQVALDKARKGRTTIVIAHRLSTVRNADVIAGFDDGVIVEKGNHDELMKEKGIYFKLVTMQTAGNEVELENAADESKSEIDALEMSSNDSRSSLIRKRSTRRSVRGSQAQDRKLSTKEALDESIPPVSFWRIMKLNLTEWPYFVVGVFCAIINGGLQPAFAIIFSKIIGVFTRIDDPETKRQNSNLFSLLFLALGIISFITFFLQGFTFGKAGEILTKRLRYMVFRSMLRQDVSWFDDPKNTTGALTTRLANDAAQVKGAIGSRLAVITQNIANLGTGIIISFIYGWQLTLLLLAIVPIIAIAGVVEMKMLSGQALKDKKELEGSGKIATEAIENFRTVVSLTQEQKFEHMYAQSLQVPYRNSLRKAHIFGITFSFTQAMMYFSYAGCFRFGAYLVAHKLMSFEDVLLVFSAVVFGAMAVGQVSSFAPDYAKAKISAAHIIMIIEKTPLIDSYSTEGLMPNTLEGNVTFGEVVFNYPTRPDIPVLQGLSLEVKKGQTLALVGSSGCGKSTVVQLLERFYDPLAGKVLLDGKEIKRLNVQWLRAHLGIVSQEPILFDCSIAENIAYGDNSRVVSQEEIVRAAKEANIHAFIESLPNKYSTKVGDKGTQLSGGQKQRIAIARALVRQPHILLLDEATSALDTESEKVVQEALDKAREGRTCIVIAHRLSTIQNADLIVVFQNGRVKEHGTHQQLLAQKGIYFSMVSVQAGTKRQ
Numbers without * were called inactive; · = no result given. Rule as the data show it, unless noted: active = inhibition above about 40%. Random draw from the library, and some 1.1% of all compounds hit somewhere here.

item	Structure	RGS4-Gao reg	ABCG2 inh	Bcl-XL Bim block	Bim-Bcl-B	GSH bead fluor	Bim-Bfl-1	Bim-Bcl-W	RGS8-Gao	RGS7-Gao	Bcl-2 Bim block	ABCB1 block
1	Cc1cc(/C=N/NC(=O)c2cccc([N+](=O)[O-])c2)c(C)n1-c1ccc(Cl)cc1Cl	104	7	-2	-3	16	1	0	103	103	-3	0.5
2	CN(C)C(CNC(=O)c1cc(S(=O)(=O)N(C)c2ccccc2)ccc1Cl)c1cccs1 (configuration not stated)	96	3	-6	-8	12	-6	-5	98	95	-3	1.0
3	O=C(COC(=O)c1ccc(S(=O)(=O)N2CCCC2)cc1)Nc1ccc(F)cc1F	101	1	0	-6	56	-6	0	104	103	-1	-0.4
4	Cc1cc(Br)ccc1OCCCCN1CCC(C)CC1	103	6	-4	-4	5	-2	0	101	103	-4	0.5
5	O=C(Nc1ccccc1)N(C1=NCCC1)c1ccc(OC(F)F)cc1	97	3	0	0	18	-1	2	100	96	3	0.4
6	C(=NCCCN1CCOCC1)c1ccc2c(c1)OCO2	108	4	0	0	7	1	0	111	107	0	1.8
7	Cn1c(CN2CCOCC2)nnc1SCc1ccc(C#N)cc1	105	1	0	-3	22	-12	0	118	119	-1	0.2
8	O=C(OC1CCOC1=O)c1cc(-c2ccc(Cl)cc2)nc2ccccc12 (configuration not stated)	98	2	-4	-3	21	-2	-1	101	99	-4	0.6
9	Cc1ccc(CNC(=O)N2CCN(C)CC2)cc1	94	2	-1	-2	10	0	-2	98	93	1	0.5
10	CC(C)C(OC(=O)C1CCCO1)C(=O)NC1CCCC1 (configuration not stated)	97	1	-2	0	13	0	0	98	96	-3	0.2
11	CCCCOC(=O)C1[C@H]2C(=O)N(CCc3ccccc3)C[C@]23C=C[C@H]1O3 (some centres not stated)	111	2	15	-10	33	-14	-5	104	111	-7	-0.3
12	CCN(CC)CCN(C)C(=O)c1ccc(OC2CCN(C(=O)C3CC3)CC2)cc1	100	1	-2	-5	12	-7	-1	103	97	0	0.3
13	CCOC(=O)c1cnc(-n2nc(C)cc2C)nc1Nc1cccc(C(=O)O)c1	90	4	2	-4	38	-14	0	94	90	-8	-1.3
14	COc1ccc(-c2nnc(NC(=O)c3ccc(S(=O)(=O)N4CCCc5ccccc54)cc3)o2)cc1	93	-1	-4	-8	15	-4	-3	99	96	-4	-0.5
15	O=C(NC1=NCCS1)c1ccc(Cl)s1	88	5	-2	0	48	-5	1	100	89	-5	0.1
16	CCOc1ccc(C(=O)NC(=S)Nc2ccc(NC(=O)c3ccco3)cc2)cc1[N+](=O)[O-]	114	0	0	0	10	0	-4	113	113	0	-0.7
17	CCOc1nc(OCC)nc(N2CCC(C)CC2)n1	106	-1	-3	-2	8	-5	0	104	103	-1	-0.3
18	COC(=O)c1ccccc1NC(=O)CN1CCCCC1	100	6	-3	1	15	4	0	108	90	0	0.9
19	O=C(N/N=C/c1ccc2cccc(OCc3ccccc3)c2n1)c1ccc(Cl)cc1	97	1	0	-5	26	-3	-3	96	97	-5	0.1
20	Cc1cnc(C(=O)OCC(=O)Nc2oc(-c3ccccc3)c(-c3ccccc3)c2C#N)cn1	102	4	-7	-6	12	-7	0	104	100	-9	0.5
21	CCCC(=O)Nc1ccc(C(=O)Nc2nnc(COC)s2)cc1	106	11	-4	-7	15	-9	1	104	105	-8	1.3
22	CCOC(=O)[C@H]1O[C@@H]1C(=O)N[C@@H](CC(C)C)C(=O)NCCC(C)C	99	2	0	-1	62	-2	0	102	104	-3	·
23	CC(=O)c1ccc(NC(=O)/C(=C\c2ccccc2)NC(=O)/C=C/c2ccccc2)cc1	103	1	-6	-6	32	-10	1	101	101	-6	0.1
24	CCOC(=O)CSc1ccc2nnc(CCNS(=O)(=O)c3ccc(C)cc3)n2n1	95	2	0	-7	14	-7	-1	97	92	-6	0.0
25	Cc1ccc(/C=N/Nc2cccc(C(=O)O)c2)s1	98	0	18	19	7	11	11	99	100	12	-0.3

Reformatted with two lines to a compound: 2 of the compounds above.
Values in the order: RGS4-Gao reg	ABCG2 inh	Bcl-XL Bim block	Bim-Bcl-B	GSH bead fluor	Bim-Bfl-1	Bim-Bcl-W	RGS8-Gao	RGS7-Gao	Bcl-2 Bim block	ABCB1 block
16	CCOc1ccc(C(=O)NC(=S)Nc2ccc(NC(=O)c3ccco3)cc2)cc1[N+](=O)[O-]
→ 114	0	0	0	10	0	-4	113	113	0	-0.7
9	Cc1ccc(CNC(=O)N2CCN(C)CC2)cc1
→ 94	2	-1	-2	10	0	-2	98	93	1	0.5

(cont.)
item	Structure	RGS4-Gao reg	ABCG2 inh	Bcl-XL Bim block	Bim-Bcl-B	GSH bead fluor	Bim-Bfl-1	Bim-Bcl-W	RGS8-Gao	RGS7-Gao	Bcl-2 Bim block	ABCB1 block
26	Cc1ccc(-n2c(=S)[nH]c3c(oc4ccccc43)c2=O)cc1	101	-5	-21	-16	12	0	-13	100	102	-1	-1.0
27	CCOC(=O)Cn1nc(C)cc1NC(=O)c1cccnc1	99	0	-2	-7	14	-8	-2	96	96	-3	0.0
28	C/C=N/NC(=O)CCNC(=O)c1ccccc1	102	9	-2	-4	10	0	0	105	98	0	0.6
29	COC(=O)CN1C(=O)N/C(=C/c2cc(OC)c(OC)cc2C)C1=O	103	4	0	-3	23	-6	1	102	101	-4	1.1
30	COc1ccc(Nc2cc(C(=O)NCCCN3CCN(C)CC3)c3ccccc3n2)c(OC)c1	112	6	-4	-4	36	-1	-3	122	104	-5	0.9
31	CC(=O)c1c(N2CCOCC2)nc(=S)n(-c2ccc([N+](=O)[O-])cc2)c1C	100	-2	0	-7	36	-12	0	99	102	-8	-2.5
32	Cc1ccc(Nc2c(F)c(F)c(F)c(F)c2C(=O)O)cc1	102	0	-1	-4	9	-2	-1	100	102	0	0.0
33	COc1ccc(CC(=O)N(C)C2CCCCC2)cc1S(=O)(=O)N1CCOCC1	103	0	-2	-4	9	-6	-4	104	104	-3	0.1
34	COC(=O)[C@H](C)NC(=O)Nc1ccc(OC)cc1OC	105	2	-5	-6	31	-13	0	101	101	-12	1.0
35	CC(C)c1ccc(NC(=O)c2cc(S(=O)(=O)NCC3COc4ccccc4O3)ccc2F)cc1 (configuration not stated)	95	11	-2	1	23	1	3	81	93	1	0.3
36	CCC1CCCCN1CCCNC(=O)c1cn(CC)c2ccc(S(=O)(=O)N3CCc4ccccc4C3)cc2c1=O (configuration not stated)	97	-3	0	0	24	0	2	98	95	6	0.0
37	CC(C)C(=O)Nc1nc2cc3c(cc2s1)OCO3	101	6	-1	-2	25	-6	1	102	99	-6	0.5
38	CCN(CC(=O)Nc1c(F)cccc1F)C(=O)COc1ccc2c(C)cc(=O)oc2c1	99	10	-1	3	11	4	-2	100	98	-3	-0.2
39	O=C(NCCc1ccncc1)C12CC3CC(CC(C3)C1)C2	100	4	-6	-10	33	-13	0	101	99	-9	0.3
40	CC1=C(C(=O)NCCN2CCOCC2)C2(CCC(C)CC2)OC1=O (configuration not stated)	99	1	-6	-8	13	-10	-3	99	98	-7	0.6
41	CC1=CC(C)(C)N2C(=O)C3(C(C#N)=C(N)OC4=C3C(=O)CCC4)c3c(C)c(C)cc1c32 (configuration not stated)	105	0	1	0	14	0	0	105	105	-4	0.5
42	c1ccc(C[n+]2c(-c3ccccc3)csc2Nc2ccccc2)cc1	101	-1	-3	-8	17	-14	-3	101	100	-9	0.1
43	CCN1CCN(c2ccc(NC(=O)c3ccc4c(c3)[nH]c(=O)n4Cc3ccc(F)cc3)cc2)CC1	106	12	-2	12	9	-8	-1	101	93	-1	0.3
44	Cc1cc(N/C(=N/S(=O)(=O)c2cc(F)ccc2F)c2ccccc2)n(-c2ccccc2)n1	96	6	16	66*	7	19	18	92	89	50*	0.1
45	CC1CCCCC1NS(=O)(=O)c1ccc(S(=O)(=O)N2CCCC2)cc1 (configuration not stated)	103	0	-7	-8	24	-1	-4	101	99	-1	0.0
46	COC(=O)c1cc(OC)c(OC)cc1NC(=O)Cc1cccs1	102	34	1	-2	14	-2	-1	101	100	-4	-0.8
47	O=S(=O)(Nc1cccc(-c2cn3ccsc3n2)c1)c1ccc(F)cc1	102	3	0	-6	22	-12	2	99	99	-6	0.5
48	COc1cc(OC)cc(-c2cc(N3C(=O)Nc4ccccc4N3O)n[nH]2)c1	97	1	-6	-6	9	-2	-3	100	96	-2	0.5
49	CCC(C)C(NC(=O)/C(=C\c1ccccc1)NC(=O)c1ccc(OC)cc1)C(=O)O (configuration not stated)	102	-1	-2	-2	27	-4	-2	102	103	-3	0.1
50	COc1ccc(NC(=O)/C(Cl)=C(/Cl)S(=O)Cc2ccccc2Cl)cn1 (configuration not stated)	97	1	-1	5	9	16	3	93	98	1	0.1
51	CCOc1ccc(OCCCC(=O)NC2=NCCS2)cc1	99	16	0	-7	12	-7	3	106	101	1	0.7
52	O=C(CSc1nc2ccccc2s1)NNC(=S)Nc1ccccc1	107	-2	-9	4	10	-18	-5	101	106	-14	0.0
53	O=[N+]([O-])c1ccc(-c2c(O)c3ccccc3c3nc4ccccc4nc23)cc1	96	1	-2	-3	20	-3	0	101	101	-3	0.3
54	COc1ccc2[nH]c(=O)c(CN(Cc3ccco3)C(=O)c3ccccc3)cc2c1	97	8	-2	0	53	-3	-1	102	96	-2	1.5
55	O=C1C2=C(Nc3ccccc3SC2c2ccco2)c2ccccc21 (configuration not stated)	98	4	5	-8	39	-2	0	96	104	-7	0.3
56	COc1cc(/C=N/NC(=O)c2ccc(F)cc2)ccc1OC(=O)c1ccco1	103	3	-4	-3	9	-1	0	100	103	0	0.7
57	COc1ccc(N2CCN(CC(=O)N3CCC(C)CC3)CC2)cc1	97	1	-4	-9	12	-10	4	100	99	-5	0.0
58	NS(=O)(=O)c1ccc(CCNC(=O)NC2(C(F)(F)F)Oc3ccccc3O2)cc1	98	-4	-2	-3	20	-15	-1	99	95	-7	-0.4
59	C=CCS/C(=N\n1cnc2ccccc2c1=O)N(CC)CC	108	1	5	-7	39	-8	0	110	104	-4	0.8
60	CCc1ccc(-c2csc(NC(=O)COC(=O)CCc3nc4ccccc4s3)n2)cc1	100	0	-11	-12	22	-15	-10	100	104	-8	1.6
61	COC(=O)CC1COc2ccccc2N1C(=O)c1ccc(Cl)cc1 (configuration not stated)	104	0	-1	1	13	-1	0	97	95	-2	0.1
62	O=C(Nc1ncc(Cc2ccc(C(F)(F)F)cc2)s1)c1ccc(-c2cccc([N+](=O)[O-])c2)o1	97	-3	-3	-4	11	-4	-5	99	98	-5	-0.3
63	COc1ccc(NC(=O)c2cnc(C)cn2)cc1-n1cnnn1	96	10	3	-1	19	0	0	99	98	1	1.3

Source: PubChem BioAssay (NMMLSC)
